Screens as filed in PubChem BioAssay.
SRC1 TRFRET art: counter-screen for PPARgamma SRC-1 recruitment agonists: TR-FRET artefact; TR-FRET ratio at 8 µM; actives 0.34% (n = 99,000); TR-FRET detection artefact counter-screen, emission ratio; stronger effect = higher value; in the data active = TR-FRET ratio above about 2300; note: inactives centre near 1800; reference of the scale not given here
SRC3 TRFRET art: TR-FRET artefact, counter-screen to PPARgamma/SRC-3 agonist assay; TR-FRET ratio at 8 µM; AID 1048; actives 0.39% (n = 99,000); PPARgamma/SRC-3 format; stronger effect = higher value; in the data active = TR-FRET ratio above about 2000; note: inactives centre near 1600; reference of the scale not given here
An asterisk follows results filed as active. These rows are one share of the data; count on the stated rates, not on these rows.

How did CCCCn1c(CNC(=O)C23CC4CC(CC(C4)C2)C3)nnc1SC(C)CC (centres undefined) do in these assays?
SRC1 TRFRET art: 1698; SRC3 TRFRET art: 1535

What do the screens show for `CCOC(=O)CSc1ccc2nnc(CCNS(=O)(=O)c3ccc(C)cc3)n2n1`?
SRC1 TRFRET art: 1707; SRC3 TRFRET art: 1442

What do the screens show for `Cc1cccc(C)c1C(=O)N[C@@H](Cc1ccccc1)C(=O)O`?
SRC1 TRFRET art: 1730; SRC3 TRFRET art: 1520

What do the screens show for `COc1ccc(-c2csc(NC(=O)c3ccc(S(=O)(=O)N4CCc5ccccc5C4)cc3)n2)c(OC)c1`?
SRC1 TRFRET art: 2057; SRC3 TRFRET art: 1887

How did Cc1occc1C(=O)Nc1ccc(S(N)(=O)=O)cc1 do in these assays?
SRC1 TRFRET art: 1727; SRC3 TRFRET art: 1852

How did O=C(OCc1nnc(-c2ccccc2)o1)c1cc(Cl)ccc1[N+](=O)[O-] do in these assays?
SRC1 TRFRET art: 1911; SRC3 TRFRET art: 1696

Results for Cc1ccccc1N(CC(=O)Nc1ccccc1C(=O)NCc1ccco1)S(=O)(=O)c1ccccc1 ?
SRC1 TRFRET art: 1585; SRC3 TRFRET art: 1641

How did O=C(CSc1nnc(-c2ccccc2F)n1C1CC1)NC(=O)c1cccc([N+](=O)[O-])c1 do in these assays?
SRC1 TRFRET art: 1554; SRC3 TRFRET art: 1535

How did CCCCn1c(/N=C/c2ccccc2NS(=O)(=O)c2ccc(C)cc2)nc2ccccc21 do in these assays?
SRC1 TRFRET art: 1603; SRC3 TRFRET art: 1741

How did CCOc1ccc(-n2ccnc2SCC(=O)Nc2cc(C)on2)cc1 do in these assays?
SRC1 TRFRET art: 1661; SRC3 TRFRET art: 1592

What do the screens show for `CCn1c(=N)c(S(=O)(=O)c2ccc(Cl)cc2)cc2c(=O)n3ccccc3nc21`?
SRC1 TRFRET art: 1728; SRC3 TRFRET art: 1492

Results for Cc1cccc(-n2nc([N+](=O)[O-])c(=NC3CCN(Cc4ccccc4)CC3)n2O)c1 ?
SRC1 TRFRET art: 1839; SRC3 TRFRET art: 1498

What do the screens show for `O=C(NCc1ccncc1)c1cc(F)c(F)cc1Cl`?
SRC1 TRFRET art: 1748; SRC3 TRFRET art: 1557

What do the screens show for `Cc1c(C=O)c(Cl)n(C)c(=O)c1C#N`?
SRC1 TRFRET art: 1845; SRC3 TRFRET art: 1422

How did CN1CCN(NC(=O)C2CC2)CC1 do in these assays?
SRC1 TRFRET art: 1944; SRC3 TRFRET art: 1713

Some of these compounds in order of heavy-atom count, highest first.
What do the screens show for `COc1ccc(-c2csc(NC(=O)c3ccc(S(=O)(=O)N4CCc5ccccc5C4)cc3)n2)c(OC)c1`?
SRC1 TRFRET art: 2057; SRC3 TRFRET art: 1887

Results for Cc1ccccc1N(CC(=O)Nc1ccccc1C(=O)NCc1ccco1)S(=O)(=O)c1ccccc1 ?
SRC1 TRFRET art: 1585; SRC3 TRFRET art: 1641

How did O=C(CSc1nnc(-c2ccccc2F)n1C1CC1)NC(=O)c1cccc([N+](=O)[O-])c1 do in these assays?
SRC1 TRFRET art: 1554; SRC3 TRFRET art: 1535

What do the screens show for `CCn1c(=N)c(S(=O)(=O)c2ccc(Cl)cc2)cc2c(=O)n3ccccc3nc21`?
SRC1 TRFRET art: 1728; SRC3 TRFRET art: 1492

How did CCOc1ccc(-n2ccnc2SCC(=O)Nc2cc(C)on2)cc1 do in these assays?
SRC1 TRFRET art: 1661; SRC3 TRFRET art: 1592

What do the screens show for `Cc1cccc(C)c1C(=O)N[C@@H](Cc1ccccc1)C(=O)O`?
SRC1 TRFRET art: 1730; SRC3 TRFRET art: 1520

What do the screens show for `O=C(NCc1ccncc1)c1cc(F)c(F)cc1Cl`?
SRC1 TRFRET art: 1748; SRC3 TRFRET art: 1557

Other structures
How did COP(=O)(OC)C(Nc1ccc(C)cc1)c1ccc([N+](=O)[O-])cc1 (centres undefined) do in these assays?
SRC1 TRFRET art: 1871; SRC3 TRFRET art: 1645

Results for Cc1ccc(C(=O)n2ncn(C)c2=S)cc1 ?
SRC1 TRFRET art: 1844; SRC3 TRFRET art: 1783

What do the screens show for `CCN(CC)CCNCc1ccc(OCc2ccc(Cl)nc2)c(OC)c1`?
SRC1 TRFRET art: 1889; SRC3 TRFRET art: 1536

What do the screens show for `CCOC(=O)c1c(OCCO)nn(-c2ccccc2)c1N`?
SRC1 TRFRET art: 2013; SRC3 TRFRET art: 1521

What do the screens show for `CC(C)(CCl)C(=O)Nc1ccnc(-c2ccncc2)n1`?
SRC1 TRFRET art: 1883; SRC3 TRFRET art: 1562

What do the screens show for `CN1C=CC=C/C1=C1\SC(=S)N(CC(=O)O)C1=O`?
SRC1 TRFRET art: 1737; SRC3 TRFRET art: 1660

How did NC(=O)CSc1cn(Cc2cccc(F)c2)c2ccccc12 do in these assays?
SRC1 TRFRET art: 1937; SRC3 TRFRET art: 1556

Results for COc1cccc(NC(=O)c2ccc(C(=O)c3ccccc3)o2)c1 ?
SRC1 TRFRET art: 1847; SRC3 TRFRET art: 1737

Results for COc1ccc(/C=C/C(=O)c2ccc(NS(=O)(=O)c3ccc(C)cc3)cc2)cc1O ?
SRC1 TRFRET art: 1749; SRC3 TRFRET art: 1585

Results for Cc1cc(C)nc(SCc2cc(=O)c(OC(=O)c3cc([N+](=O)[O-])ccc3Cl)co2)n1 ?
SRC1 TRFRET art: 1898; SRC3 TRFRET art: 1624

What do the screens show for `Cc1ccccc1OCC(=O)N/N=C/C=C/c1ccccc1`?
SRC1 TRFRET art: 1921; SRC3 TRFRET art: 1537

Results for Cc1cc(C)n(C(=O)Cn2nc([N+](=O)[O-])c(Br)c2C)n1 ?
SRC1 TRFRET art: 1924; SRC3 TRFRET art: 1850

Results for O=C(CN1C(=O)/C(=C/c2ccccc2)SC1=S)NNC(=O)c1ccccc1O ?
SRC1 TRFRET art: 1732; SRC3 TRFRET art: 1556

Results for CCN(CC)c1ccc(N2C(=O)CSC2=S)cc1 ?
SRC1 TRFRET art: 1457; SRC3 TRFRET art: 1403

What do the screens show for `Cn1ccc(O)c(C#N)c1=O`?
SRC1 TRFRET art: 1811; SRC3 TRFRET art: 1644

What do the screens show for `COc1cc(OC)cc(C(=O)N[C@H](C(=O)NCCc2c[nH]c3ccccc23)C(C)C)c1`?
SRC1 TRFRET art: 2040; SRC3 TRFRET art: 1805

What do the screens show for `CN(CCC1CCOCC1)Cc1nc(Cc2ccccc2F)no1`?
SRC1 TRFRET art: 1602; SRC3 TRFRET art: 1707

What do the screens show for `NC(=O)C1CC(=O)N(c2ccc(OCc3c(F)cccc3Cl)cc2)C1` (centres undefined)?
SRC1 TRFRET art: 1509; SRC3 TRFRET art: 1595

What do the screens show for `O=C(/C=C/c1ccccc1)N1CCC[C@H]1CO`?
SRC1 TRFRET art: 1631; SRC3 TRFRET art: 1578

What do the screens show for `Cn1cc(S(=O)(=O)Oc2ccccc2)c(=O)n(C)c1=O`?
SRC1 TRFRET art: 1711; SRC3 TRFRET art: 1731

Results for O=C(/C=C/c1ccc(Cl)cc1)NC(=S)Nc1ccc(NC(=O)c2ccco2)cc1 ?
SRC1 TRFRET art: 1909; SRC3 TRFRET art: 1396

How did O=C1NC(=O)C(CC(=O)N(Cc2cccs2)C2(C(=O)NC3CCCCC3)CCCCC2)N1 (centres undefined) do in these assays?
SRC1 TRFRET art: 1431; SRC3 TRFRET art: 1635

Results for CC(C)Oc1ccc(C(=O)Nc2ccc(C(F)(F)F)n(C)c2=O)cc1 ?
SRC1 TRFRET art: 1614; SRC3 TRFRET art: 1657

How did COc1cccc(CC(=O)NCC2(N3CCCCC3)CCCCC2)c1 do in these assays?
SRC1 TRFRET art: 1975; SRC3 TRFRET art: 1502

Results for CCN(CCNC(=O)Cn1cc2c(n1)CCCC2)c1ccccc1 ?
SRC1 TRFRET art: 1611; SRC3 TRFRET art: 1165

How did C=CCn1c(SCc2ccc(C(=O)NCCO)cc2)nc2sc(C)c(C)c2c1=O do in these assays?
SRC1 TRFRET art: 1751; SRC3 TRFRET art: 1794

What do the screens show for `COc1ccc(C2CC3(CC(C)(C)NC(SC)=N3)Oc3cc(O)cc(C)c32)cc1` (centres undefined)?
SRC1 TRFRET art: 1649; SRC3 TRFRET art: 1352

Results for Cc1cc2cc(CNC(=O)c3ccc4c(c3)OCO4)ccc2n1C ?
SRC1 TRFRET art: 2066; SRC3 TRFRET art: 1913

Results for O=C(c1ccccc1)c1cnc(-c2ccccc2)s1 ?
SRC1 TRFRET art: 1943; SRC3 TRFRET art: 1708

Results for CC(C)Cn1c(N)c(C(=O)COC(=O)C2CC(=O)N(Cc3ccccc3Cl)C2)c(=O)n(C)c1=O (centres undefined) ?
SRC1 TRFRET art: 1895; SRC3 TRFRET art: 1731

Results for COc1ccccc1NC(=O)Nc1ccc(Br)cn1 ?
SRC1 TRFRET art: 1957; SRC3 TRFRET art: 1687

Results for O=C(NCc1ccncc1)C(=O)N/N=C/c1cccnc1 ?
SRC1 TRFRET art: 1818; SRC3 TRFRET art: 1641

What do the screens show for `CCCCn1c(SCC(=O)Nc2cccc(OC)c2)nc2ccc(N3CCOCC3)cc2c1=O`?
SRC1 TRFRET art: 1944; SRC3 TRFRET art: 1532

What do the screens show for `O=C(CSc1nnc(CCCO)n1-c1ccccc1)Nc1nccs1`?
SRC1 TRFRET art: 1841; SRC3 TRFRET art: 1651

Results for Cc1cc(CNC(=O)COc2ccc(C)c(C)c2)c2ccccc2n1 ?
SRC1 TRFRET art: 1921; SRC3 TRFRET art: 1711

What do the screens show for `Cc1ncsc1CCOC(=O)c1cccc([N+](=O)[O-])c1`?
SRC1 TRFRET art: 1768; SRC3 TRFRET art: 1468

What do the screens show for `COc1ccccc1Cn1c(=O)c2ccccc2n2c(SCc3csc(C)n3)nnc12`?
SRC1 TRFRET art: 1673; SRC3 TRFRET art: 1479

Results for O=C(Nc1ccc(Cl)cc1C(F)(F)F)c1ccccc1Cl ?
SRC1 TRFRET art: 1821; SRC3 TRFRET art: 1550

What do the screens show for `Cc1csc(NC(=O)CSc2ccc(-c3ccc(F)cc3)nn2)n1`?
SRC1 TRFRET art: 1662; SRC3 TRFRET art: 1545

Results for COc1ccc(C2CC(=O)N(CC(=O)NCC3CCCO3)c3ccccc3S2)cc1OC (centres undefined) ?
SRC1 TRFRET art: 1791; SRC3 TRFRET art: 1492

What do the screens show for `Cc1ccc(O)c(C(=O)c2cc(C#N)c(=O)n(Cc3ccccc3)c2)c1`?
SRC1 TRFRET art: 1846; SRC3 TRFRET art: 1599

Results for O=C1NC2c3ccccc3C(=O)N2c2c1cnn2-c1ccccc1 (centres undefined) ?
SRC1 TRFRET art: 2110; SRC3 TRFRET art: 1559

How did Cc1ccc(NC(=O)c2cc(N3C(=O)C=CC3=O)ccc2N2CCOCC2)cc1 do in these assays?
SRC1 TRFRET art: 1477; SRC3 TRFRET art: 1534

Results for Cc1ccc(O)c(NC(=O)c2noc3c2CCc2ccccc2-3)c1 ?
SRC1 TRFRET art: 1670; SRC3 TRFRET art: 1552

Results for CC[C@H](C)/C=C(C)/C=C/C1=CC2=CC(=O)[C@]3(C)OC(=O)[C@@H](C(C)=O)[C@@H]3C2=CO1 ?
SRC1 TRFRET art: 1796; SRC3 TRFRET art: 1542

What do the screens show for `CCCSC1=C(C#N)C(c2cc(OC)ccc2OC)CC(=O)N1` (centres undefined)?
SRC1 TRFRET art: 1587; SRC3 TRFRET art: 1498

How did COCc1cc(C)nc(SCC(=O)Nc2ccc(C)c(C)c2)c1C#N do in these assays?
SRC1 TRFRET art: 1668; SRC3 TRFRET art: 1738

Results for COc1cc(C=Nc2cccc(C)c2)c(O)c([N+](=O)[O-])c1 ?
SRC1 TRFRET art: 1976; SRC3 TRFRET art: 1692

How did CC(C)OCCCNC(=O)c1ccc2c(=O)n(Cc3ccc4c(c3)OCO4)c(=S)[nH]c2c1 do in these assays?
SRC1 TRFRET art: 1831; SRC3 TRFRET art: 1344

How did CNC(=O)CCC(=O)Nc1ccc(C)cc1 do in these assays?
SRC1 TRFRET art: 1648; SRC3 TRFRET art: 1538

What do the screens show for `CN1CCN(c2ccc(C(=O)c3ccccc3)cc2[N+](=O)[O-])CC1`?
SRC1 TRFRET art: 1960; SRC3 TRFRET art: 1684

How did Fc1ccc(-c2nc3cnccn3c2NC2CCCC2)cc1 do in these assays?
SRC1 TRFRET art: 1870; SRC3 TRFRET art: 1575

What do the screens show for `O=C(/C=C/c1cccc(Cl)c1)NCCN1CCOCC1`?
SRC1 TRFRET art: 2064; SRC3 TRFRET art: 1481

How did O=C(OCc1nc2ccccc2[nH]1)C1CCCCC1 do in these assays?
SRC1 TRFRET art: 1848; SRC3 TRFRET art: 1311

How did CC1(C)Cc2c(sc(NC(=O)C3CC(Cl)=CCC3C(=O)O)c2C#N)CO1 (centres undefined) do in these assays?
SRC1 TRFRET art: 1933; SRC3 TRFRET art: 1432

Results for CNc1cccc2c1C(=O)c1ccccc1C2=O ?
SRC1 TRFRET art: 2166; SRC3 TRFRET art: 1797

Results for CCOc1ccc(OCc2ccc(C(=O)N(CC)CC)cc2)cc1 ?
SRC1 TRFRET art: 1973; SRC3 TRFRET art: 1483

Results for Cn1c(SCC(=O)N=Nc2c(O)[nH]c3ccccc23)nc2ccccc21 ?
SRC1 TRFRET art: 2119; SRC3 TRFRET art: 1597

What do the screens show for `Cc1ccc(NC(=S)N2CCCC(O)C2)cc1` (centres undefined)?
SRC1 TRFRET art: 2284; SRC3 TRFRET art: 1672

Results for CCCSc1nnc(NC(=O)Nc2ccc(F)cc2)s1 ?
SRC1 TRFRET art: 1764; SRC3 TRFRET art: 1486

How did Cc1nc(S(=O)(=O)Cc2ccccc2)nc2c1CCC2 do in these assays?
SRC1 TRFRET art: 2080; SRC3 TRFRET art: 1456

Quoted at random: 3 entries already listed.
How did Fc1ccc(-c2nc3cnccn3c2NC2CCCC2)cc1 do in these assays?
SRC1 TRFRET art: 1870; SRC3 TRFRET art: 1575

What do the screens show for `O=C(/C=C/c1cccc(Cl)c1)NCCN1CCOCC1`?
SRC1 TRFRET art: 2064; SRC3 TRFRET art: 1481

Results for CCOc1ccc(OCc2ccc(C(=O)N(CC)CC)cc2)cc1 ?
SRC1 TRFRET art: 1973; SRC3 TRFRET art: 1483
